Screens as filed in PubChem.
tim23-1 inh = growth inhibitors of tim23-1 mutant yeast; S. cerevisiae tim23-1 growth, BacTiter-Glo luminescence, 24 h; inhibition, % at 20 µM; actives 1.3% (n = 330,000); AID 463212;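 active = growth inhibition of the mutant yeast at or above 50%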;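 also: temperature-sensitive mutant grown at 25 °C; plate controls were DMSO-treated mutant yeast for no effect and medium wells lacking yeast for full effect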
CHOP UPR activ = activators of apoptotic arm of unfolded protein response (CHOP); activation, % at 10 µM; CHO-CHOP luciferase reporter, UPR activation, luminescence; percent of tunicamycin response over DMSO baseline; actives 0.34% (n = 330,000);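 active = at 10 µM dose, activation of 40% or more, normalized to positive control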;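 also: 100% = tunicamycin at 10 µg/mL and 0% = DMSO alone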
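Evaluation: % reporter activation, DMSO baseline versus tunicamycin full activation; System: CHO-CHOP luciferase reporter cell line; Input: 500 cells/well; Incubation: 6 h compound treatment, 37 °C; Measured by: Steady-Glo luciferase luminescence; Dosing: one dose, 10 µM in 0.5% DMSO; Buffer or medium: F12 medium, 10% FBS; Benchmarks: positive tunicamycin 10 µg/mL, negative DMSO alone.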
tim10-1 inh = growth inhibitors of tim10-1 mutant yeast; actives 2.2% (n = 330,000); inhibition, % at 20 µM; S. cerevisiae tim10-1 ts strain growth, BacTiter-Glo, 24 h;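 active = inhibition of at least 40%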;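 also: mutant grown at 25 °C; 0% = DMSO wells with yeast and 100% = wells holding no yeast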
GRIN3A LBD mod = modulates the human NR3A ligand-binding domain. NR3A LBD differential scanning fluorimetry, Tm shift; 0% = protein alone, 100% = glycine-bound protein. Tm shift relative to glycine control, % at 25 µM. actives 2.5% (n = 340,000);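 active = melting temperature shift of at least 10% of the positive control shift, at one fixed dose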
UPR XBP1 act = activators of adaptive arm of unfolded protein response (XBP1) | AID 463104 | actives 0.33% (n = 330,000) | activation, % at 20 µM | CHO-XBP1 luciferase reporter, IRE1-XBP1 UPR activation, luminescence; percent of tunicamycin response, DMSO as zero;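 active = versus positive control, 20 µM dose yields 30% or more activation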;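 also: 100% = tunicamycin at 10 µg/mL and 0% = DMSO only wells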
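Assay system: CHO-XBP1 luciferase reporter cells; Schedule: 6 h treatment, 37 °C; Detection: glow luminescence from Steady-Glo reagent; Benchmarks: high control tunicamycin 10 µg/mL final, low control DMSO vehicle only.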
Mdm2 MdmX PPI = disrupts the human Mdm2-MdmX interaction. O15151+Q00987. actives 3% (n = 330,000). SaOS-2 split-luciferase Mdm2/MdmX complementation, luminescence. AID 485346. inhibition, % at 8 µM;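 active = inhibition of at least 50% at 8 µM in the primary screen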
Target sequence (O15151 whole entry, looked up): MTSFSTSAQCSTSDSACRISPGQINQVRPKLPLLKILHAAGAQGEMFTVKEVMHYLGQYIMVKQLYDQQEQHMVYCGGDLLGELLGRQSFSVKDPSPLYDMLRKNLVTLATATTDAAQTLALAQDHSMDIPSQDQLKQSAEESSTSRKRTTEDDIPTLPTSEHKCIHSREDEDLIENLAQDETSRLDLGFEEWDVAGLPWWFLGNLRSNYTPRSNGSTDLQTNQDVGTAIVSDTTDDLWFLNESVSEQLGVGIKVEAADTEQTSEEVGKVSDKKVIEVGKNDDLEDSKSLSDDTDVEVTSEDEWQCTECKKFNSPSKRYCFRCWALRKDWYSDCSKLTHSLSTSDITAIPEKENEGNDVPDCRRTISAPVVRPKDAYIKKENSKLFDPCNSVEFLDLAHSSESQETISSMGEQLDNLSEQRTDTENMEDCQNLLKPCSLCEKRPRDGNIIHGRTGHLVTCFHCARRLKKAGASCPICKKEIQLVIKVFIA
Target sequence (Q00987 whole entry, looked up): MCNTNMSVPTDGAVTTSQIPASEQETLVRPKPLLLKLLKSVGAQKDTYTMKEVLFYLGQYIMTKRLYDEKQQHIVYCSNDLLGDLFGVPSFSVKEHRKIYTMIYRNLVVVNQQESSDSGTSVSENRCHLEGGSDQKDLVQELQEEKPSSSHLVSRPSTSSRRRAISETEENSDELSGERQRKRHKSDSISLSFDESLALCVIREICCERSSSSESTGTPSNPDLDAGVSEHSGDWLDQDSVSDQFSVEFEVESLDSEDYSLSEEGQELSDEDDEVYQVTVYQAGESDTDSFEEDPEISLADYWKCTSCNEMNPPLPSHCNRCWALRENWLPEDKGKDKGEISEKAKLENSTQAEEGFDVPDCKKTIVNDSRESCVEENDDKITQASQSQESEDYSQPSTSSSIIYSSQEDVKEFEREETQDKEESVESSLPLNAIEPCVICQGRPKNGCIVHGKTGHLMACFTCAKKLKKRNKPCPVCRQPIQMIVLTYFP
APJ ag = agonists of human APJ apelin receptor | activation, % at 20 µM | CHO-K1 APJ PathHunter beta-arrestin, luminescence; 0% DMSO wells, 100% apelin | actives 0.11% (n = 330,000) | AID 2520;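 active = activation more than six SD over the plate average, tested at 20 µM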;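 also: 0% = DMSO alone and 100% = apelin-13 at 10 nM; some results filed as inactive read as strong as hits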
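Test system: CHO-K1 APJ beta-arrestin complementation cell line. Amount: cell density 1000 per well. Controls: DMSO negative, 10 nM Apelin-13 positive. Signal: luminescent beta-gal fragment complementation, chemiluminescent substrate. Read-out basis: agonist-driven arrestin binding to APJ. Timing: compound stimulation 90 min at 25 °C, detection 60 min.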
TIM10 inh = inhibits growth of TIM10 yeast strain; S. cerevisiae TIM10 strain growth, BacTiter-Glo luminescence, 24 h; inhibition, % at 10 µM; actives 1.4% (n = 330,000); AID 463195;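 active = inhibition of 40% or more at the single tested concentration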;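 also: wild-type TIM10 isogenic control strain grown at permissive 25 °C; 0% = DMSO yeast wells and 100% = minimal medium wells without yeast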
NLRP3 yeast inh = NALP3 inhibition in yeast; Yeast reconstituted NLRP3/ASC/caspase-1, beta-gal luminescence, 24 h; inhibition, % at 10 µM; actives 0.39% (n = 330,000); AID 2825;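 active = inhibition of 50% or more; inactive = inhibition below 50%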;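 also: plate controls were induced DMSO wells for no effect and uninduced yeast grown without galactose for full effect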
The depositor's hits bear a star.

`O=C(NCc1ccccc1)c1ccc(NS(=O)(=O)c2cccs2)cc1` gave tim23-1 inh -3, CHOP UPR activ -0.7, tim10-1 inh 1, GRIN3A LBD mod 3, UPR XBP1 act -1, Mdm2 MdmX PPI -9, APJ ag -1, TIM10 inh 3 and NLRP3 yeast inh 8.
For O=C(O)c1cccc(-c2nc3ccccc3[nH]2)c1 the results were tim23-1 inh 14, CHOP UPR activ -8.8, tim10-1 inh 4, GRIN3A LBD mod 0, UPR XBP1 act -3, Mdm2 MdmX PPI -5, APJ ag 1, TIM10 inh 12 and NLRP3 yeast inh 6.
`COc1ccc(OCc2nnc(SCC(N)=O)n2-c2ccccc2OC)cc1` gave tim23-1 inh 3, CHOP UPR activ -1.0, tim10-1 inh 6, GRIN3A LBD mod -1, UPR XBP1 act 0, Mdm2 MdmX PPI -22, APJ ag -3, TIM10 inh -11 and NLRP3 yeast inh 6.
Cc1ccc(C)c(NC(=O)CN(C)C(=O)c2ccccc2OCc2c(C)noc2C)c1 was read as tim23-1 inh 12, CHOP UPR activ -0.9, tim10-1 inh 11, GRIN3A LBD mod 0, UPR XBP1 act -2, Mdm2 MdmX PPI 13, APJ ag -3, TIM10 inh 4 and NLRP3 yeast inh 5.
CC(C(=O)NCC(=O)Nc1ccc(F)c(F)c1F)N1CCN(c2ccc(O)cc2)CC1 (stereo unspecified) was read as tim23-1 inh 18, CHOP UPR activ 1.2, tim10-1 inh 4, GRIN3A LBD mod 1, UPR XBP1 act -3, Mdm2 MdmX PPI 7, APJ ag 0, TIM10 inh 1 and NLRP3 yeast inh 13.
CCOC(=O)c1c(C)n(C)c2ccc(OCC(O)CN(CC)CC)cc12 (stereo unspecified) was read as tim23-1 inh -3, CHOP UPR activ -4.5, tim10-1 inh -5, GRIN3A LBD mod -1, UPR XBP1 act 1, Mdm2 MdmX PPI 24, APJ ag -2, TIM10 inh -3 and NLRP3 yeast inh 13.
Screening COc1ccc(NC(=O)CCC(=O)N/N=C/c2ccncc2)cc1 returned tim23-1 inh -5, CHOP UPR activ -1.3, tim10-1 inh -9, GRIN3A LBD mod 1, UPR XBP1 act 2, Mdm2 MdmX PPI 1, APJ ag -1, TIM10 inh -10 and NLRP3 yeast inh 14.
Cc1ccc(C)c(OCC(O)CN2CCCCC2C)c1 (stereo unspecified) was read as tim23-1 inh -12, CHOP UPR activ -4.4, tim10-1 inh -16, GRIN3A LBD mod 9, UPR XBP1 act -3, Mdm2 MdmX PPI 12, APJ ag 0, TIM10 inh -9 and NLRP3 yeast inh 18.
Screening O=C(O)Cn1cc(/C=c2/sc3nc4ccccc4n3c2=O)c2ccccc21 returned tim23-1 inh 17, CHOP UPR activ 4.2, tim10-1 inh 14, GRIN3A LBD mod -2, UPR XBP1 act 1, Mdm2 MdmX PPI -23, APJ ag -4, TIM10 inh 18 and NLRP3 yeast inh 26.
`COC(=O)Nc1nn(Cc2ccccc2F)cc1Br` gave tim23-1 inh 2, CHOP UPR activ 0.0, tim10-1 inh 11, GRIN3A LBD mod -1, UPR XBP1 act 0, Mdm2 MdmX PPI -24, APJ ag -3, TIM10 inh 0 and NLRP3 yeast inh 10.
`COc1ccc(C(=O)N/N=C/c2cc(Br)ccc2O)cc1OC` gave tim23-1 inh 40, CHOP UPR activ -1.7, tim10-1 inh -9, GRIN3A LBD mod -33, UPR XBP1 act 0, Mdm2 MdmX PPI 67*, APJ ag -2, TIM10 inh 22 and NLRP3 yeast inh -5.
`O=C(c1cc(C(=O)NCCc2ccccc2)c(=O)n(CCc2ccccc2)c1)c1cc(Cl)ccc1O` gave tim23-1 inh 15, CHOP UPR activ 6.6, tim10-1 inh 12, GRIN3A LBD mod 13*, UPR XBP1 act 6, Mdm2 MdmX PPI 74*, APJ ag 4, TIM10 inh 12 and NLRP3 yeast inh -3.
O=C(COC(=O)c1cc(S(=O)(=O)N2CCCCC2)ccc1Cl)NC1CCS(=O)(=O)C1 (stereo unspecified) was read as tim23-1 inh 1, CHOP UPR activ 1.4, tim10-1 inh -7, GRIN3A LBD mod 0, UPR XBP1 act 0, Mdm2 MdmX PPI -10, APJ ag -2, TIM10 inh 5 and NLRP3 yeast inh -14.
CN(C)C(CNS(=O)(=O)c1ccc(Br)cc1)c1cccnc1 (stereo unspecified) was read as tim23-1 inh 4, CHOP UPR activ 0.3, tim10-1 inh 5, GRIN3A LBD mod 0, UPR XBP1 act -2, Mdm2 MdmX PPI -10, APJ ag 1, TIM10 inh -1 and NLRP3 yeast inh 1.
Screening Cc1ccc(-c2nnc(SCCC(=O)N3CCOCC3)o2)cc1 returned tim23-1 inh 7, CHOP UPR activ 1.3, tim10-1 inh 18, GRIN3A LBD mod 0, UPR XBP1 act 2, Mdm2 MdmX PPI -30, APJ ag -2, TIM10 inh -8 and NLRP3 yeast inh 7.
For CN(Cc1ccccc1)c1nc2nonc2nc1N1CCCC(CN2CCCC2=O)C1 (stereo unspecified) the results were tim23-1 inh 8, CHOP UPR activ 0.0, tim10-1 inh 18, GRIN3A LBD mod 2, UPR XBP1 act -1, Mdm2 MdmX PPI 4, APJ ag -3, TIM10 inh 10 and NLRP3 yeast inh 10.
For CC(C)NC(=O)COC(=O)Cn1[nH]c(=O)c2ccccc2c1=O the results were tim23-1 inh -8, CHOP UPR activ -1.3, tim10-1 inh 3, GRIN3A LBD mod -1, UPR XBP1 act 1, Mdm2 MdmX PPI 9, APJ ag -4, TIM10 inh 2 and NLRP3 yeast inh 3.
`CCCCN(CC)CCCNC(=O)c1ccc(CS(=O)(=O)c2c(Cl)cccc2Cl)o1` gave tim23-1 inh 10, CHOP UPR activ 1.3, tim10-1 inh 1, GRIN3A LBD mod -2, UPR XBP1 act -7, Mdm2 MdmX PPI -39, APJ ag -3, TIM10 inh 5 and NLRP3 yeast inh 13.
`COc1ccccc1NC(=O)c1ccc2c(c1)C(=O)N(Cc1ccco1)C2=O` gave tim23-1 inh -8, CHOP UPR activ -0.7, tim10-1 inh -4, GRIN3A LBD mod 2, UPR XBP1 act -5, Mdm2 MdmX PPI 44, APJ ag 4, TIM10 inh -6 and NLRP3 yeast inh 22.
C=CCOc1ccc(/C=N/NC(=O)CN(c2cc(Cl)ccc2OC)S(=O)(=O)c2ccc(C)c([N+](=O)[O-])c2)cc1 was read as tim23-1 inh 12, CHOP UPR activ 3.6, tim10-1 inh 3, GRIN3A LBD mod 4, UPR XBP1 act 0, Mdm2 MdmX PPI 3, APJ ag 0, TIM10 inh -2 and NLRP3 yeast inh 17.
Screening CCOc1ccc(N(C)C(=O)CCc2nnc3ccc(NCc4ccco4)nn23)cc1 returned tim23-1 inh 0, CHOP UPR activ -2.0, tim10-1 inh 17, GRIN3A LBD mod -1, UPR XBP1 act -6, Mdm2 MdmX PPI -10, APJ ag -1, TIM10 inh 16 and NLRP3 yeast inh 13.
For CCCN1Cc2cccc(C(=O)NC(C)c3cccs3)c2C1=O (stereo unspecified) the results were tim23-1 inh 19, CHOP UPR activ 0.3, tim10-1 inh 15, GRIN3A LBD mod 3, UPR XBP1 act 0, Mdm2 MdmX PPI -13, APJ ag 1, TIM10 inh 14 and NLRP3 yeast inh 17.
`Cc1cc2ccccc2c(=O)n1CC(=O)NC1CCCCCC1` gave tim23-1 inh 4, CHOP UPR activ 1.1, tim10-1 inh 15, GRIN3A LBD mod -1, UPR XBP1 act -1, Mdm2 MdmX PPI 24, APJ ag -5, TIM10 inh 11 and NLRP3 yeast inh 7.
COc1cc(C(C)=O)ccc1OCC(=O)NCC1(N2CCCCC2)CCCCC1 was read as tim23-1 inh 11, CHOP UPR activ -0.1, tim10-1 inh 6, GRIN3A LBD mod 0, UPR XBP1 act -1, Mdm2 MdmX PPI -9, APJ ag -2, TIM10 inh 11 and NLRP3 yeast inh 5.
O=C(CCc1c[nH]c2ccccc12)NCc1ccco1 was read as tim23-1 inh 10, CHOP UPR activ 0.6, tim10-1 inh -3, GRIN3A LBD mod 0, UPR XBP1 act -3, Mdm2 MdmX PPI -21, APJ ag -3, TIM10 inh -2 and NLRP3 yeast inh -3.
CC(C)(c1ccccc1)c1ccc(OCCN)cc1 was read as tim23-1 inh -7, CHOP UPR activ 9.0, tim10-1 inh 11, GRIN3A LBD mod -2, UPR XBP1 act 2, Mdm2 MdmX PPI 29, APJ ag -2, TIM10 inh 0 and NLRP3 yeast inh 55*.
`O=C(c1ccc(Cl)c(S(=O)(=O)Nc2ccc(F)cc2)c1)N1CCN(c2ccccn2)CC1` gave tim23-1 inh 9, CHOP UPR activ -1.1, tim10-1 inh 20, GRIN3A LBD mod 3, UPR XBP1 act 2, Mdm2 MdmX PPI 5, APJ ag -5, TIM10 inh -6 and NLRP3 yeast inh -3.
`O=C(NC(=S)Nc1ncccn1)c1ccc(F)cc1` gave tim23-1 inh 18, CHOP UPR activ 4.7, tim10-1 inh 16, GRIN3A LBD mod 1, UPR XBP1 act 8, Mdm2 MdmX PPI -76, APJ ag 0, TIM10 inh 19 and NLRP3 yeast inh 2.
CCCC(O)(CCN1CCOCC1)c1ccc(Br)cc1 (stereo unspecified) was read as tim23-1 inh 3, CHOP UPR activ -1.8, tim10-1 inh 1, GRIN3A LBD mod 4, UPR XBP1 act 1, Mdm2 MdmX PPI 0, APJ ag -3, TIM10 inh -5 and NLRP3 yeast inh 14.
C#CCOCCOCCOCCNc1nc(N2CCN(C(=O)[C@H]([C@@H](C)CC)n3cc(CCC(=O)O)nn3)CC2)nc(N2CCN(C(=O)[C@H](C)n3cc(CCCN=C(N)N)nn3)CC2)n1 was read as tim23-1 inh -6, CHOP UPR activ 2.4, tim10-1 inh -2, GRIN3A LBD mod 2, UPR XBP1 act -3, Mdm2 MdmX PPI -35, APJ ag -5, TIM10 inh 0 and NLRP3 yeast inh 14.
Cc1ccc(N/C(N)=N/c2nc(C)cc(N3CCCCC3)n2)c(C)c1 was read as tim23-1 inh 0, CHOP UPR activ 4.7, tim10-1 inh 2, GRIN3A LBD mod -2, UPR XBP1 act 3, Mdm2 MdmX PPI 78*, APJ ag 28*, TIM10 inh -10 and NLRP3 yeast inh 2.
Screening O=C(Nc1cccc(-c2nn[nH]n2)c1)c1ccc(Cl)s1 returned tim23-1 inh 20, CHOP UPR activ 0.7, tim10-1 inh 6, GRIN3A LBD mod 2, UPR XBP1 act -8, Mdm2 MdmX PPI 23, APJ ag 6, TIM10 inh 16 and NLRP3 yeast inh 18.
For COc1ccccc1CCN1CCCC(CN(C)C(=O)c2ccc3nc[nH]c3c2)C1 (stereo unspecified) the results were tim23-1 inh -1, CHOP UPR activ 2.5, tim10-1 inh -12, GRIN3A LBD mod -6, UPR XBP1 act -2, Mdm2 MdmX PPI 18, APJ ag -5, TIM10 inh 7 and NLRP3 yeast inh 7.
